B2AR arrestin: qHTS assay of beta-arrestin-biased ligands of beta2-adrenergic receptor; beta-arrestin recruitment to beta2AR, cell-based reporter; Beta-2 adrenergic receptor (Homo sapiens), P07550; Potency, µM (top dose mostly 46.1 µM), for the others: at the highest dose activation, actives largely listed as activators; hit rate 0.02% among 330,000;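 further: potency means the concentration at half of the fitted maximal effect; 0% = DMSO controls and full agonism = EC100 isoproterenol or metaproterenol; nearly all actives have a fitted effect of over 65% in size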
MLL CXXC-DNA inh: qHTS Fluorescence Polarization Assay for Inhibitors of MLL CXXC domain - DNA interaction; AID 2662, 2010; hit rate 0.037% among 290,000; Potency, µM (series often up to 115 µM), for the others: at the top dose activity change, negative = inhibition, most hits filed as inhibitors; MLL-CXXC / FITC-HOXA9 DNA fluorescence polarization; active means well fitted inhibition curve with a large enough effect in the polarisation, with a control signal flat, not every such curve was filed as active; inconclusive means small, poorly fitted or top-dose-only effect, or effect the other way, or a change in a side signal; inactive means no such curve, though single readings can be large or run the other way; the % refers to the polarisation; further: potency means the concentration at half of the fitted maximal effect
Target sequence (Q03164 whole entry, looked up, the tested form may be a part): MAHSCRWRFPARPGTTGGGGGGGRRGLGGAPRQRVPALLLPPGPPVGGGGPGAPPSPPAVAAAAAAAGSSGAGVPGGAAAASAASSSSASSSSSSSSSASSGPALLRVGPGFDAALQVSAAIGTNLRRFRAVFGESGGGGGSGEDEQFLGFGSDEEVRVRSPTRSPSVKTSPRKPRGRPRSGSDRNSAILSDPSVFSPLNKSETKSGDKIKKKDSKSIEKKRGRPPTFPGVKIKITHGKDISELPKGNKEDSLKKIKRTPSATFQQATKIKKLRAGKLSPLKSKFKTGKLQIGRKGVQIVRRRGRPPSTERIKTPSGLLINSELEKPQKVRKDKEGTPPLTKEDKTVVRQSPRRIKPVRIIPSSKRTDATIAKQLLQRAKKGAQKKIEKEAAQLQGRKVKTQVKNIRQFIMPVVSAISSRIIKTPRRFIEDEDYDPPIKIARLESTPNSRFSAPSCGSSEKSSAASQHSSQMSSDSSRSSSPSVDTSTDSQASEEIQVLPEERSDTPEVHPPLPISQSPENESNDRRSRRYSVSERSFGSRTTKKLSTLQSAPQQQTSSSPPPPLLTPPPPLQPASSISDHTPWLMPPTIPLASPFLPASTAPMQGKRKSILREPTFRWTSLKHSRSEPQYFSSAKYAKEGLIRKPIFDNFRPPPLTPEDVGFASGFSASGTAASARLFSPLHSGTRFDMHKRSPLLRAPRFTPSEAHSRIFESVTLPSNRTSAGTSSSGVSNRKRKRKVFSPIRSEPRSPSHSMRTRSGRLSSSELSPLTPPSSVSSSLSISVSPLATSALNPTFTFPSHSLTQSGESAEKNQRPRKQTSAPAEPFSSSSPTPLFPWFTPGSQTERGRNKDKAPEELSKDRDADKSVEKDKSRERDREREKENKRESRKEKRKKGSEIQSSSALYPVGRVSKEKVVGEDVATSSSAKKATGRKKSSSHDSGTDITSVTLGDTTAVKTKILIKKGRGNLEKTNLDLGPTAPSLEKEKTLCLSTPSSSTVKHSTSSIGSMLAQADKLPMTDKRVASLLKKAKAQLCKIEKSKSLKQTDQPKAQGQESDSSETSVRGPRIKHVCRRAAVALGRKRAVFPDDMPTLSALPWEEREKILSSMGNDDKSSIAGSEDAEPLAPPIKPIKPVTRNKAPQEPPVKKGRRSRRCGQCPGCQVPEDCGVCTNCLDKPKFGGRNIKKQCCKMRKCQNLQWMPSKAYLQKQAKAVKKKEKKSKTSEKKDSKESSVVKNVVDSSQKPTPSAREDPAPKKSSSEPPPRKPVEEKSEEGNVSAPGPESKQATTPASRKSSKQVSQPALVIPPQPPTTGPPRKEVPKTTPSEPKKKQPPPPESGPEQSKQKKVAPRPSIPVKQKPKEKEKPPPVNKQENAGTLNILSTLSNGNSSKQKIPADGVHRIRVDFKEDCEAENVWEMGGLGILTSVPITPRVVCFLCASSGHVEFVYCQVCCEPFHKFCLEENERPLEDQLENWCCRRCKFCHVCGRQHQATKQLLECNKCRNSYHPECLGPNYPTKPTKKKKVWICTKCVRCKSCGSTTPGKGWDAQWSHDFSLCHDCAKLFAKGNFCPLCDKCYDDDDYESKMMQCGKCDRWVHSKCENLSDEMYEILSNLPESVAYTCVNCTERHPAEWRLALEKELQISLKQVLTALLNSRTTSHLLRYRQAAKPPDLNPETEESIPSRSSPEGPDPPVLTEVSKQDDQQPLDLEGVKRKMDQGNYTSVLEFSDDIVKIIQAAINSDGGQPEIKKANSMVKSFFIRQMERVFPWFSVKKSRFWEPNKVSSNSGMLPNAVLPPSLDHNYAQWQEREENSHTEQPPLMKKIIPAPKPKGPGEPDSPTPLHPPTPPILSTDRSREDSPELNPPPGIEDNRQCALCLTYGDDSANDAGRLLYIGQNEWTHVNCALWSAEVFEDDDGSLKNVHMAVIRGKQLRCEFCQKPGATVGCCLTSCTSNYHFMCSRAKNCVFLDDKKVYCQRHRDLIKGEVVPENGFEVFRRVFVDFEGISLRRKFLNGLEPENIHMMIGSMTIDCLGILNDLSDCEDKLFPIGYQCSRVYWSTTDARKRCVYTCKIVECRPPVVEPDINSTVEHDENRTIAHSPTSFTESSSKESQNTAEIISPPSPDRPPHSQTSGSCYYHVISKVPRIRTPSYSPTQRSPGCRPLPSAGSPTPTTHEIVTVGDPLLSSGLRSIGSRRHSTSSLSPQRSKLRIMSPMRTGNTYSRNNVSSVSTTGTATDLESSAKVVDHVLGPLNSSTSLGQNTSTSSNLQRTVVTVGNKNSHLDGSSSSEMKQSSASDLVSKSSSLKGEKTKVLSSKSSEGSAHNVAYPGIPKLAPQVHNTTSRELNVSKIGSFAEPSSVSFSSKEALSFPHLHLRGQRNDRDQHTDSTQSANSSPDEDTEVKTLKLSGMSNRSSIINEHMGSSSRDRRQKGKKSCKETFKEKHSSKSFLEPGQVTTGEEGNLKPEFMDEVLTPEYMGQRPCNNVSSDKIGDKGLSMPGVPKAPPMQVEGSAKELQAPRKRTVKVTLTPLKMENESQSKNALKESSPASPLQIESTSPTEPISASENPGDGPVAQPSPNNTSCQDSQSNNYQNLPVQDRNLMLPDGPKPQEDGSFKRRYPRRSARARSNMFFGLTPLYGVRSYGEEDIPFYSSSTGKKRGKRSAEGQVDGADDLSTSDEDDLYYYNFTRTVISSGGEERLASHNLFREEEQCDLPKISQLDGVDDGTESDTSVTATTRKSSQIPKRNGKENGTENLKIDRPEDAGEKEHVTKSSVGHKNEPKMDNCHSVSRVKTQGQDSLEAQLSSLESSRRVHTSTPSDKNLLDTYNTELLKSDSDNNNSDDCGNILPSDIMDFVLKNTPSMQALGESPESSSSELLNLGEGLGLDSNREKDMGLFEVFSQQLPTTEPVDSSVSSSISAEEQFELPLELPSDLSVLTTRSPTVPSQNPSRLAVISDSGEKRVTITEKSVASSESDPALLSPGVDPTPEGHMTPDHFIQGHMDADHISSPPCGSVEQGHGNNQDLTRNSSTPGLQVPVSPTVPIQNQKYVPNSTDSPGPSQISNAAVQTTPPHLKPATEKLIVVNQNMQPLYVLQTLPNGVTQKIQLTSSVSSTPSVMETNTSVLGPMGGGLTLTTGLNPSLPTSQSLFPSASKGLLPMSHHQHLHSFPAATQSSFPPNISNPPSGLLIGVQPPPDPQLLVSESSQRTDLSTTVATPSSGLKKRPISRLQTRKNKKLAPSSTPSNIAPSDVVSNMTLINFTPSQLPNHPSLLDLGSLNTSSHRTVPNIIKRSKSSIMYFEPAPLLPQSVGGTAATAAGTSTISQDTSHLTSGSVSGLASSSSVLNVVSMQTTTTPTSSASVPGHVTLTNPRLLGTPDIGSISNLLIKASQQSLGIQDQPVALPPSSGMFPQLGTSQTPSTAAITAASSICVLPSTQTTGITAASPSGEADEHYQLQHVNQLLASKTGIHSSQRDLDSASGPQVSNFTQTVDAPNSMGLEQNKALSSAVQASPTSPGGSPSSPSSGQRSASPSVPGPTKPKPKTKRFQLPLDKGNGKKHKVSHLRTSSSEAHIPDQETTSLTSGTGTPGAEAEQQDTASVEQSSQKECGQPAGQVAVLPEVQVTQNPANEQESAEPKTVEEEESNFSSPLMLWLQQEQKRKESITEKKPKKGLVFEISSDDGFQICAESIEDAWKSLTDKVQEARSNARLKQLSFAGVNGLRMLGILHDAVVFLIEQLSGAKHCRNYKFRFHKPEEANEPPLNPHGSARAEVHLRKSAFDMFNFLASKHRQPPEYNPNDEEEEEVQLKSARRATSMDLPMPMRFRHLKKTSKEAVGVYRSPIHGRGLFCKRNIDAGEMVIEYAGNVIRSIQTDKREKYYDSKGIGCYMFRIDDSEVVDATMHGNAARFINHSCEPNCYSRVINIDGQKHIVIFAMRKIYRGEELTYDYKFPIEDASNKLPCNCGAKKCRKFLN
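Fluorescence polarization: 7 uM MLL-CXXC (stock) preincubated 5 min with compounds, then 50 nM fluorescein-HOX-A9 DNA (stock) added; 30 min ambient. Buffer 50 mM Tris-HCl pH 7.5, 50 mM NaCl, 1 mM DTT, 0.05% BSA.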
TCR activator: Activators of T cell receptors: qHTS campaign. primary human leukocytes, anti-CD3, IL-2 HTRF, 48 h. Potency, µM (doses to about 9.22 µM), without a hit: at the highest dose activation of IL-2 secretion, usual class: activators. 330,000 tested, under 10 active. AID 504894, 2011; further: % of control where 0% means no effect
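Readout: HTRF IL-2, Eu-cryptate/d2 antibody pair, 320nm excitation, 665nm emission. Stimulus: a-CD3 beads, no co-stimulation. Cells: primary human leukocytes. Exposure: 48 hr with compound.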
p53 reactivator: qHTS assay for re-activators of p53 using a Luc reporter; H1299 p53-A138V BP100-luciferase reporter, luminescence, 24 h; Potency, µM (highest dose often 92.2 µM), without a hit: at the top dose activity change, positive = activation, actives largely listed as activators; hit rate 0.063% among 320,000; AID 504706, 2011; further: potency means the concentration at half of the fitted maximal effect; % of control where 0% means no effect; nearly all actives have a fitted effect of over 45% in size
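H1299 (p53-null), stable ts p53-A138V + BP100-Luc; 1000 cells/well, Opti-MEM/10% FBS; cpd 4 pt, 1:5; 24 h, 37 deg C, 5% CO2; detection reagent 10 min RT; luminescence.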
TRPV1 ag: HTS Assay for Compounds that Act as Agonists of the Vanilloid Receptor 1; activation, % at 8.33 µM; TRPV1-expressing cells, Fluo-8 calcium influx, agonist mode; Transient receptor potential cation channel subfamily V member 1 (Homo sapiens), Q8NER1; hit rate 0.19% among 320,000; in the data active means activation above about 80%; inconclusive means between about 30% and that limit; further: 0% is about no effect
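TRPV1-expressing cells were cultured overnight at 35.5C and loaded with Fluo-8 calcium dye for 40 to 90 min at room temperature. After a 10 s baseline, compound was added and calcium influx was read kinetically for 3 min (ex 480/em 520 nm).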
ELG1 DNA repair: qHTS screen for small molecules that inhibit ELG1-dependent DNA repair in human embryonic kidney (HEK293T) cells expressing luciferase-tagged ELG1. HEK293T ELG1-luciferase reporter, luminescence, 16 h; DNA damage induced by 5-fluorouridine. Potency, µM (highest dose often 46.1 µM), inactives show top-dose activity change, negative = inhibition, most hits filed as inhibitors. hit rate 2.3% among 330,000. AID 504467, 2011; further: potency means the concentration at half of the fitted maximal effect; on the % scale 0 is the no-effect control and ±100 the full control effect; nearly all actives have a fitted effect of over 55% in size
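Reporter activity after DNA damage by 5-fluorouridine is monitored. Compound-treated cells incubate 16 hr at 37 °C, then ONE-Glo is added for 30 min before luminescence reading.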
TSG101-PTAP inh: qHTS Assay for Iinhibitors of HIV-1 Budding by Blocking the Interaction of PTAP/TSG101; Potency, µM (series often up to 115 µM), for inactives: top-dose activity change, negative = inhibition, usual class: inhibitors; Tumor susceptibility gene 101 protein (Homo sapiens), Q99816; 340,000 tested, under 10 active; Fluorescence polarization, FITC-PTAP peptide / Tsg101 binding; active means well fitted inhibition curve with a large enough effect in the main read-out, with a control signal flat, not every such curve was filed as active; inconclusive means small, poorly fitted or top-dose-only effect, or effect the other way, or a change in a side signal; inactive means no such curve, though single readings can be large or run the other way; further: potency means the concentration at half of the fitted maximal effect; % of control where 0% means no effect
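Steps: Tsg101 binding domain dispensed (10 uM final), compounds pinned in DMSO, FITC-labeled PTAP-motif peptide added (50 nM final); after 20 min binding at room temperature, polarization measured.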
A-T KAP1 phos: qHTS Assay for Identifying a Potential Treatment of Ataxia-Telangiectasia. hit rate 0.19% among 320,000. […] A-T fibroblasts, KAP-1 phosphorylation AlphaLISA; neocarzinostatin DNA damage 30 min before lysis. Potency, µM (highest dose often 57.5 µM), inactives show top-dose activation, most hits filed as activators; further: potency means the concentration at half of the fitted maximal effect; % of control where 0% means no effect; nearly all actives have a fitted effect of over 45% in size
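ATM-like activity read as KAP-1 phosphorylation via AlphaLISA donor/acceptor antibody pairs after lysis and 6 hr at 25C. Cells were ATM-null patient fibroblasts ([…], hTERT), dosed 60 min, then exposed to the DSB inducer NCS for 30 min.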
Integrin act MD: qHTS for Activators of Integrin-Mediated Alleviation for Muscular Dystrophy | alpha7betagal myoblasts, beta-gal FDG fluorescence, 48 h | Potency, µM (titrated, usually from 38.3 µM), for inactives: at the top dose activation, most hits filed as activators | AID 624291, 2012 | hit rate 0.064% among 350,000;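 further: potency means the concentration at half of the fitted maximal effect; 100% = response of the positive control SU9516; nearly all actives have a fitted effect of over 60% in size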
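Alpha7betagal+/- myoblasts (passage 13) were plated 16-24 hr, then exposed to compounds (1:260 dilution of DMSO stock) for 48 hours at 37C. After MPER lysis, β-galactosidase reporter activity was read as FDG fluorescence (ex 480/em 540) after 30 minutes.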
BRCA1 expr up: qHTS Assay to Identify Small Molecule Activators of BRCA1 Expression; MCF7-BRCA1-FFLuc reporter, luminescence, 48 h; response scale: scaled: vehicle 0%, 10 µM genistein 100%; Potency, µM (series often up to 46.1 µM), inactives show at the highest dose activation, hits mostly activators; hit rate 1.1% among 380,000; AID 624202, 2012; further: potency means the concentration at half of the fitted maximal effect; nearly all actives have a fitted effect of over 80% in size; some results filed as inactive show a strong effect at the top dose
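Using MCF7 cells harboring a BRCA1 firefly luciferase reporter, plated 2 h before compound pinning, the screen measured luminescence after 48 h incubation. Responses were normalized to DMSO and 10 microM genistein, then fitted for concentration-effect.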
The depositor's hits bear a star; u = inconclusive; x = no result given. Unless noted, the call rests on the fitted dose curve; in most records, active means well fitted curve in the direction sought with a large enough effect; inconclusive means small, poorly fitted or top-dose-only effect, or another doubt; inactive means no such curve, though single readings can be large; an effect the other way counts as inactive or inconclusive.

SMILES | B2AR arrestin | MLL CXXC-DNA inh | TCR activator | p53 reactivator | TRPV1 ag | ELG1 DNA repair | TSG101-PTAP inh | A-T KAP1 phos | Integrin act MD | BRCA1 expr up
CCN(CC)S(=O)(=O)c1ccc(N2CCOCC2)c(NC(=O)c2cccc(C#N)c2)c1 | -0.1% | -1% | 9% | 18% | 2 | u | 1% | -4% | 0% | 8%
O=C(Cc1ccccc1)NN1C(=O)c2ccccc2C1=O | -0.8% | -1% | 3% | -1% | -2 | u | -5% | -9% | u | 1%
COc1ccc(-c2nn(C)c(=O)c3ccccc23)cc1NS(C)(=O)=O | -0.2% | u | -2% | -13% | -4 | u | -3% | 5% | 31% | -51%
CC(=O)Nc1ccc(OCC(O)Cn2cnc3ccccc32)cc1 (centres undefined) | -0.6% | 1% | -5% | -4% | -3 | -3% | -12% | 0% | 13% | 0%
O=C1CC(c2ccccc2)=Nc2ccccc2N1Cc1ccccc1 | 0.1% | -1% | -3% | -5% | 16 | 0% | 0% | 5% | 7% | 12%
Cc1cc(NC(=O)CN2C(=O)NC(C)(c3ccccc3)C2=O)no1 (centres undefined) | -0.7% | 9% | 1% | 2% | 0 | -2% | -6% | 2% | -4% | 28%
Cc1onc(-c2ccccc2)c1C(=O)N1CCN(Cc2ccc3c(c2)OCO3)CC1 | 0.5% | u | -4% | -4% | 3 | u | -2% | 3% | u | -3%
Cn1cc(SCC(=O)Nc2nccs2)c2ccccc21 | -0.4% | -6% | -1% | u | 8 | u | -9% | -14% | -3% | 4%
CCOc1ccc(N/C(N)=N/c2nc(CSc3nnnn3-c3ccccc3)cc(=O)[nH]2)cc1 | -0.8% | -5% | 0% | 1% | -3 | -1% | 1% | u | -24% | -10%
COc1cc(/C=N/NC(=O)c2nc3ccccn3c2C)cc(OC)c1O | -0.8% | 13% | -30% | -6% | -3 | 15% | 0% | -10% | 10% | -8%
CCC1(O)C(=O)OCc2c1cc1n(c2=O)Cc2cc3c(N)cccc3nc2-1 (centres undefined) | x | x | -2% | x | x | x | -3% | x | -28% | u
O=C(Nc1ccc(Br)cc1)C1CCCN(C2=NS(=O)(=O)c3ccccc32)C1 (centres undefined) | -1.1% | x | -2% | -3% | 4 | -9% | -6% | 1% | 36% | -18%
CCOc1ccccc1N1CCN(C(=O)NCc2ccc(Cl)cc2)CC1 | 0.1% | -14% | 4% | -6% | -2 | u | -4% | 9% | 28% | -17%
COc1ccc(-n2c(C)ccc2-c2ccccc2)cn1 | -1.1% | u | 0% | x | -5 | -4% | u | 3% | -34% | -9%
CC(=O)c1ccc(NCCC(=O)c2ccccc2)cc1 | 0.4% | 1% | -2% | -11% | 2 | u | -7% | 0% | 18% | 11µM*
CCOC(=O)c1cnc(SC2CC(=O)N(c3ccc(C)cc3)C2=O)nc1N (centres undefined) | x | -13% | -3% | x | 3 | x | -6% | x | -21% | 1%
O=C(C[C@H]1C/C=C\CCCC(=O)OC[C@H]2CCCN2C1=O)NCCO | -0.2% | x | 3% | 1% | x | u | x | 0% | 19% | 6%
Cn1cnnc1SCC(=O)N1c2ccccc2-c2c(ssc2=S)C1(C)C | 0.4% | -5% | x | -6% | -3 | -1% | x | 1% | x | x
CCCCC[C@H]1CN(CCc2ccccc2)C(=O)[C@@H]1CC(=O)NCc1ccc(OC)cc1 | -1.0% | 1% | 8% | 6% | u | -2% | -1% | -4% | 11% | -28%
CCCCC1=CC2=C(c3ccco3)C(=O)C(C)(OC(=O)c3ccc(OC)cc3)C(=O)C2=CN1CC(C)C (centres undefined) | 2.6% | 6% | -36% | -3% | 10 | 6% | -5% | u | 36% | 0%
N/C(Cc1nc(-c2ccc(Cl)cc2)cs1)=N/O | -0.1% | 1% | 4% | 5% | 11 | u | 1% | -1% | -19% | -3%
Cc1nnc(NCCO)c2ccccc12 | 0.2% | 1% | 0% | 0% | -2 | 2% | -14% | 2% | 19% | 3%
CC1OC(Nc2cccc3ccccc23)C(O)C(O)C1O (centres undefined) | 0.3% | -1% | 11% | -3% | 1 | -4% | -5% | 11% | -14% | -10%

Entries of single compounds from above:
Shown for `COc1cc(/C=N/NC(=O)c2nc3ccccn3c2C)cc(OC)c1O` → B2AR arrestin: -0.8%; MLL CXXC-DNA inh: 13%; TCR activator: -30%; p53 reactivator: -6%; TRPV1 ag: -3; ELG1 DNA repair: 15%; TSG101-PTAP inh: 0%; A-T KAP1 phos: -10%; Integrin act MD: 10%; BRCA1 expr up: -8%
Shown for `O=C(Cc1ccccc1)NN1C(=O)c2ccccc2C1=O` → B2AR arrestin: -0.8%; MLL CXXC-DNA inh: -1%; TCR activator: 3%; p53 reactivator: -1%; TRPV1 ag: -2; ELG1 DNA repair: u; TSG101-PTAP inh: -5%; A-T KAP1 phos: -9%; Integrin act MD: u; BRCA1 expr up: 1%

Of the compounds above, six have four or more nitrogen atoms.
SMILES | B2AR arrestin | MLL CXXC-DNA inh | TCR activator | p53 reactivator | TRPV1 ag | ELG1 DNA repair | TSG101-PTAP inh | A-T KAP1 phos | Integrin act MD | BRCA1 expr up
CCN(CC)S(=O)(=O)c1ccc(N2CCOCC2)c(NC(=O)c2cccc(C#N)c2)c1 | -0.1% | -1% | 9% | 18% | 2 | u | 1% | -4% | 0% | 8%
Cc1cc(NC(=O)CN2C(=O)NC(C)(c3ccccc3)C2=O)no1 (centres undefined) | -0.7% | 9% | 1% | 2% | 0 | -2% | -6% | 2% | -4% | 28%
CCOc1ccc(N/C(N)=N/c2nc(CSc3nnnn3-c3ccccc3)cc(=O)[nH]2)cc1 | -0.8% | -5% | 0% | 1% | -3 | -1% | 1% | u | -24% | -10%
COc1cc(/C=N/NC(=O)c2nc3ccccn3c2C)cc(OC)c1O | -0.8% | 13% | -30% | -6% | -3 | 15% | 0% | -10% | 10% | -8%
CCOC(=O)c1cnc(SC2CC(=O)N(c3ccc(C)cc3)C2=O)nc1N (centres undefined) | x | -13% | -3% | x | 3 | x | -6% | x | -21% | 1%
Cn1cnnc1SCC(=O)N1c2ccccc2-c2c(ssc2=S)C1(C)C | 0.4% | -5% | x | -6% | -3 | -1% | x | 1% | x | x

High-throughput results (PubChem BioAssay)
